Source: PubChem
Giardia FBPA inh – blocks Giardia fructose-bisphosphate aldolase activity; hit rate 0.71% among 290,000; AID 2451; purified Giardia FBPA; Potency, µM (highest dose often 59.6 µM), for inactives: top-dose activity, negative = inhibition, usual class: inhibitors; A8B2U2; further: potency means the concentration at half of the fitted maximal effect; on the % scale 0 is the no-effect control and ±100 the full control effect; nearly all actives have a fitted effect of over 55% in size
Target sequence (A8B2U2 whole entry, looked up): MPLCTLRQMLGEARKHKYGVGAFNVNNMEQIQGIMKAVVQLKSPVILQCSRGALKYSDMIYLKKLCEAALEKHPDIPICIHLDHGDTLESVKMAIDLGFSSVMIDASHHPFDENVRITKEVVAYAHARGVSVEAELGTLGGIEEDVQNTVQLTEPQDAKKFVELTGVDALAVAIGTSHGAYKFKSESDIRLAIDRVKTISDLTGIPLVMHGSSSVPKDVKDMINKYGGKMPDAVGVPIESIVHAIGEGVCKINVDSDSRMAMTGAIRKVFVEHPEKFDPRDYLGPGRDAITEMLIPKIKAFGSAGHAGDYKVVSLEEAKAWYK
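Giardia FBPA (40 nM reagent) was preincubated 10 min at RT with compound (up to 57.5 uM final), then substrate plus GAPDH/TPI/NAD/arsenate coupling system with diaphorase/resazurin was added; resorufin fluorescence (525/598 nm) was read after 20 min.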
Pf growth 48h – P. falciparum growth inhibition at 48 hours (one generation). hit rate 5.9% among 310,000. Potency, µM (titrated, usually from 28.7 µM), without a hit: at the top dose activity change, negative = inhibition, hits mostly inhibitors. P. falciparum luciferase growth in erythrocytes, 48 h; further: potency means the concentration at half of the fitted maximal effect; on the % scale 0 is the no-effect control and ±100 the full control effect
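Luciferase-expressing P. falciparum in infected erythrocytes (2% hematocrit, 0.1% parasitemia final) in RPMI 1640/0.5% Albumax were exposed to compound for 48 hours at 37 C, 5% CO2; growth read as luminescence.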
Cycloheximide cs – affects cycloheximide protein synthesis inhibition readout, counter-screen; cell reporter, cycloheximide protein synthesis inhibition counterscreen; hit rate 12% among 300,000; max response, %; in the data active means max response mostly above about 13%, no sharp cut-off; inactive means mostly below about 14%; further: read at 38.3 µM for the half of the compounds with a filed dose; 0% is about no effect
Sm TGR inh – S. mansoni TGR enzyme inhibition. Potency, µM (titrated, usually from 114 µM), without a hit: top-dose activity change, negative = inhibition, usual class: inhibitors. hit rate 3% among 360,000. AID 485364. purified TGR, DTNB reduction, TNB absorbance 405 nm. Q962Y6; further: potency means the concentration at half of the fitted maximal effect; on the % scale 0 is the no-effect control and ±100 the full control effect; nearly all actives have a fitted effect of over 60% in size
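TGR 20 nM + NADPH 100 uM (dispensed conc.), cpd preinc 15 min RT; start with NADPH (500 uM addition) then DTNB (15 mM addition). Kinetic TNB absorbance, 405 nm filter. Four-parameter Hill fit across titration.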
Pf growth 96h – inhibits malaria parasite growth, 96 h; Potency, µM (titrated, usually from 28.7 µM), without a hit: at the highest dose activity change, negative = inhibition, hits mostly inhibitors; P. falciparum luciferase reporter growth, 96 h; hit rate 6.9% among 320,000; further: potency means the concentration at half of the fitted maximal effect; on the % scale 0 is the no-effect control and ±100 the full control effect
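Infected RBCs, 2% Hct / 0.05% parasitemia final; luciferase-reporter P. falciparum; cpd 96 h, 37 C, 5% CO2; luciferase detection reagent; luminescence.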
Shiga toxin inh – inhibitors of Shiga toxin in Vero cells; inhibition, % at 38.7 µM; hit rate 9.2% among 290,000; AID 2315; Vero cells, Shiga toxin protein synthesis inhibition reporter; in the data active means inhibition mostly above about 28%, no sharp cut-off; inactive means mostly below about 43%; further: 0% is about no effect
Starred values were filed as active, the others as inactive; ? = inconclusive; . = not tested or not shown; & = joins results of further samples; [ ] = another dose, or the depositor's remark. Unless noted, the call rests on the fitted dose curve; in most records, active means well fitted curve in the direction sought with a large enough effect; inconclusive means small, poorly fitted or top-dose-only effect, or another doubt; inactive means no such curve, though single readings can be large; an effect the other way counts as inactive or inconclusive.

SMILES	Giardia FBPA inh	Pf growth 48h	Cycloheximide cs	Sm TGR inh	Pf growth 96h	Shiga toxin inh
C[n+]1c(/C=C/c2ccc3c(c2)OCO3)ccc2ccccc21	-17%	429%[activator]	51*	4%	-18%	95*
O=C(Cc1ccc(Cl)cc1)Nc1ccc(S(=O)(=O)Nc2ncccn2)cc1	-6%	-15%	-2	-1%	?	-3
Cc1cc(C)c(S(=O)(=O)NCC(=O)NCc2ccccn2)c(C)c1	-2%	28%	-2	-1%	?	40
Cc1cc[n+](CC(=O)c2cccs2)cc1	-1%	5%	1	-7%	.	26
Cc1c(Nc2nc3ccccc3nc2NS(=O)(=O)c2cccs2)c(=O)n(-c2ccccc2)n1C	-7%	7%	5	-18%	.	-20
Cc1occc1-c1n[nH]c(=S)n1-c1ccccc1	-8%	0%	-4	7%	14%	3
CCCCN1C(=O)NC(NC(=O)C2CC2)(C(F)(F)F)C1=O (stereo not drawn)	9%	13%	-5	-1%	-20%	21
COc1cc(OC)c(NC(=S)Nc2cccc(C(C)=O)c2)cc1Cl	0%	?	-4	-28%	3%	-2
Cn1c(SCc2ccon2)nc2ccccc2c1=O	0%	1%	-1	1%	?	-8
CCOc1ccc(NC(=O)Cc2c(O)c3ccccc3[nH]c2=O)cc1	-6%	2.9µM*	-2	?	91%[activator]	-13
Cc1ccc(CCNC(=O)C2CCCN(S(=O)(=O)c3c(C)noc3C)C2)cc1 (stereo not drawn)	9%	?	-2	1%	?	-9
CCC1CCCCN1CCCNC(=O)c1ccc(CS(=O)(=O)Cc2ccc(Cl)cc2)o1 (stereo not drawn)	.	6%	-2	-16%	?	2
O=C(CCN1N=C(c2ccccc2)CCC1=O)NC1CCCC1	10%	14%	-1	-4%	?	-6
Cc1ccccc1NC1c2ccccc2C(=O)N1Cc1ccco1 (stereo not drawn)	-12%	.	-3	20µM*	8.3µM*	-6
COc1ccccc1OCCNC(=O)/C=C/c1ccc([N+](=O)[O-])cc1	3%	10%	-1	-3%	15%	-1
COc1ccc(C(=O)N2CCCC(Nc3ccc(C)c(C)c3)C2)cc1F (stereo not drawn)	3%	-3%	30*	-6%	?	47
CCOc1ccccc1N1CCN(C(=O)c2ccc(OCC(=O)N3CCOCC3)c(OC)c2)CC1	-10%	2%	-2	-19%	11%	-5
Cc1ccc(-n2c(SCC(=O)N3Cc4ccccc4CC3C(=O)O)nnc2-c2cccnc2)c(C)c1 (stereo not drawn)	0%	-2%	-3	1%	?	-9
COCC(C)n1c(C)cc(C(=O)COC(=O)c2ccc(N3CCCC3=O)cc2)c1C (stereo not drawn)	-1%	?	6	26%	.	21
COC(=O)C(C)NC(=O)C1CCCN1C(=O)CNC(=O)OCc1ccccc1 (stereo not drawn)	-3%	0%	4	?	-14%	15
Cc1cccnc1NC(=O)c1ccc(Cl)c(S(=O)(=O)N2CCCC2)c1	.	-1%	3	0%	-18%	-10
CC(=O)NCCc1ccc(S(=O)(=O)Nc2cccnc2)cc1	6%	14%	4	9%	-6%	-10
O=C(COC(=O)CC(c1ccccc1)c1ccccc1)Nc1ccc(F)c(F)c1	-10%	-6%	-2	.	1%	-10
COc1ccc(C(=O)OCC(=O)c2ccc(Cl)s2)c(OC)c1OC	.	9%	.	0%	-21%	.
Cc1cc(/C=N/NC(=O)Cn2c3ccccc3c(=O)c3ccccc32)c(C)n1-c1ccc(Cl)cc1	-8%	-10%	-2	-10%	4%	-10
COc1ccc(S(=O)(=O)N(Cc2cc3cc(C)ccc3[nH]c2=O)CC2CCCO2)cc1 (stereo not drawn)	8%	17%	-2	-19%	-4%	-5
O=C(COc1ccc(S(=O)(=O)N2CCOCC2)cc1Cl)NC1CCCCC1	4%	?	-1	-7%	-18%	-9
CCCN(CC1CCCO1)C(=O)c1cc(COc2ccc(F)cc2F)on1 (stereo not drawn)	-1%	14%	8	-1%	12µM*	22
O=C(O)C1CC(=O)N(CCc2ccccc2)C1 (stereo not drawn)	1%	.	7	1%	20%	3
O=C(COC(=O)c1cccc(C(=O)OCC(=O)NC2CC2)n1)NC1CC1	-8%	12%	2	9%	5%	-8
COc1ccc(CC(=O)OCC(=O)Nc2cc(S(=O)(=O)N3CCOCC3)ccc2N2CCCC2)cc1	0%	-8%	-1	-16%	-14%	3
O=C(c1cn(-c2ccccc2)nc1-c1cccs1)N1CCOCC1	.	1%	11	10%	30%	19
O=S(=O)(c1ccc(N2CCN(c3ccc(F)cc3)CC2)cc1)N1CCCC1	7%	-1%	-3	6%	-9%	-12
C/C(CCN1CCc2nc(-c3ccccc3)c(-c3ccccc3)cc2C1)=N\O[C@@H](C)c1cc(-c2c(C)cc(C)cc2C)no1	-1%[12.9 µM]	?	-4	-3%	13µM*	-3
CCCNC(=O)NS(=O)(=O)c1ccc(Cl)cc1	-10%	12%&-6%	-3	-18%	-16%&-3%	-10
Cc1ccc(/C=N/NC(=O)c2cc(-c3cccnc3)nc3ccccc23)cc1	0%	-2%	-1	6%	1%	16
CCNC(=S)N(CCc1c(C)[nH]c2ccc(C)cc12)Cc1cc(OC)c(OC)c(OC)c1	-13%	?	-2	-14%	?	-18
Cc1ccc(NC(=O)CN(C)Cc2ccc(F)cc2)c([N+](=O)[O-])c1	4%	11%	13*	-3%	-6%	19
CCn1c(COc2ccccc2C)nnc1SCC(=O)OC	0%	0%	-3	-17%	?	7
Cn1nc(C(C)(C)C)cc1C(=O)Nc1nc2c(s1)C(=O)CC(C)(C)C2	1%	-6%	-2	2%	?	1

The final 2 records of the part above are carried over, then new ones follow.
SMILES	Giardia FBPA inh	Pf growth 48h	Cycloheximide cs	Sm TGR inh	Pf growth 96h	Shiga toxin inh
CCn1c(COc2ccccc2C)nnc1SCC(=O)OC	0%	0%	-3	-17%	?	7
Cn1nc(C(C)(C)C)cc1C(=O)Nc1nc2c(s1)C(=O)CC(C)(C)C2	1%	-6%	-2	2%	?	1
CCOC(=O)N1CCC(NC(=O)C2CCCN(c3nc4ccccc4o3)C2)CC1 (stereo not drawn)	5%	?	-2	26%	3%	-1
COc1ccc(NC(=O)CN2CCN(S(=O)(=O)N3CCCCCC3)CC2)cc1	9%	-10%	-7	7%	57%[activator]	-8
Cc1cccc(Cn2cccc2/C=C2/C(=N)N3C=CSC3=NC2=O)c1	-1%	-19%	-3	-6%	?	-5
Cc1ccc(NC2=NCC(=O)N2Cc2ccccc2)c(C)c1	0%	-11%	-1	-19%	?	7
O=[N+]([O-])c1ccccc1S(=O)(=O)NCc1cccnc1	0%	-4%	-1	-3%[57.1 µM]	51%[activator]	-20
COc1cc(C(=O)Nc2nc(C)c(Cc3ccc4c(c3)OCO4)s2)cc(OC)c1OC	-1%	?	0	7%	?	10
CCOc1ccc(NC(=O)Cn2c(=O)oc3cc(Cl)ccc32)cc1	5%	?	10	-15%	31%[activator]	2
O=c1c(Cc2ccc(Cl)cc2Cl)c(O)ccn1Cc1ccc(Cl)cc1	1%	4.1µM*	-2	5%	?	13
Cc1c2ccccc2nc2c(F)c(NC(C)C)c(F)c(F)c12	-27%	-27%	45*	-34%	3%	55*
CCCCC(=O)Nc1ccc(C(=O)Nc2ccc3c(c2)OCO3)cc1	-3%	3%	9	0%	.	53
COc1ccc(Cc2nc3ccc(C(=O)NC(C)c4cnn(C)c4)cc3o2)cc1 (stereo not drawn)	.	-11%	12	-31%	?	-3
Cc1cc(C(=O)OCC(=O)N2CCOCC2)ccc1[N+](=O)[O-]	4%	-3%	8	-17%	25%	9
O=C(COc1ccc(F)cc1)N1CCc2ccccc2C1	-1%	14%	32*	-5%	30%	26
CC1=CCC(Cc2nc3ccccc3o2)C1(C)C (stereo not drawn)	1%	6%	5	0%	25%	12
CCCN1C(=O)c2[nH]nc(-c3cc(Cl)c(C)cc3O)c2C1c1ccc(O)c(OC)c1 (stereo not drawn)	-7%	?	-1	7%	10µM*	-7
COc1cc(/C=N/Nc2ccc(C(F)(F)F)cn2)ccc1O	-2%	13%	31*	1%	36%[activator]	127*
CSCCC(N=CC1=C(O)CC(C)(C)CC1=O)C(=O)O (stereo not drawn)	0%	11%	-3	-1%	?	-6
COC(=O)c1c(NC(=O)CSc2n[nH]c(N)n2)sc(C)c1C	3%	.	-1	2%[11.4 µM]	-11%	-5
CCc1nnc(SCC(=O)NC2CC2)n1CC	-6%	38%[activator]	-2	-14%	-25%	-12
CC(NC(=O)NCc1cccnc1)(C(F)(F)F)C(F)(F)F	-1%	-12%	-7	4%	6%	-11

A different layout for some results above.
compound,Giardia FBPA inh,Pf growth 48h,Cycloheximide cs,Sm TGR inh,Pf growth 96h,Shiga toxin inh
Cn1nc(C(C)(C)C)cc1C(=O)Nc1nc2c(s1)C(=O)CC(C)(C)C2,1%,-6%,-2,2%,?,1
CCOC(=O)N1CCC(NC(=O)C2CCCN(c3nc4ccccc4o3)C2)CC1 (stereo not drawn),5%,?,-2,26%,3%,-1
COc1ccc(NC(=O)CN2CCN(S(=O)(=O)N3CCCCCC3)CC2)cc1,9%,-10%,-7,7%,57%[activator],-8
Cc1cccc(Cn2cccc2/C=C2/C(=N)N3C=CSC3=NC2=O)c1,-1%,-19%,-3,-6%,?,-5
Cc1ccc(NC2=NCC(=O)N2Cc2ccccc2)c(C)c1,0%,-11%,-1,-19%,?,7

Additional results.
SMILES	Giardia FBPA inh	Pf growth 48h	Cycloheximide cs	Sm TGR inh	Pf growth 96h	Shiga toxin inh
Cc1ccnc(NC(=O)CCc2c[nH]c3ccccc23)c1	.	100%[activator]	40*	79%[activator]	86%[activator]	91*
Cc1cc(C)c(CN2CCCC(CNC(=O)c3ccc(F)cc3)C2)c(-n2cccn2)c1 (stereo not drawn)	0%	?	1	2%	?	-7
Cc1cc(C(=O)COC(=O)c2cc(O)c3ccccc3c2O)c(C)n1CC1CCCO1 (stereo not drawn)	?	?	14*	20µM*	?	25
Nc1cccc2cc(-c3ccccc3)oc12	.	240%[activator]	.	-29%	263%[activator]	.
CC(C)(CC(=O)O)CC(=O)NCc1c(Cl)cccc1Oc1ccccc1	17%	13%	-2	-5%	53%[activator]	-12
CCOP(=O)(C#CC(C)(C)C)C(C)(O)c1ccccc1 (stereo not drawn)	-2%	21%	-3	1%	9%	-9
COC(=O)COc1ccc(C2NC(=O)NC(C)=C2C(=O)NCc2ccccc2)cc1OC (stereo not drawn)	-1%	0%	-1	13%	?	7
O=C(c1ccc2nc[nH]c2c1)N1CCN(S(=O)(=O)c2cccc(F)c2)CC1	.	-15%	.	2%	?	.
CC12CCC(=O)N1C(C(=O)Nc1nc3ccc(Cl)cc3s1)CS2 (stereo not drawn)	.	2%	.	-1%	?	.
CCN(c1ccccc1)S(=O)(=O)c1cc(OC)ccc1OC	1%	-9%	-1	21%	.	-7
CCOc1ccccc1OCCn1nc2ccccc2n1	10%	-8%	2	2%	?	40
COc1ccccc1OCCCn1cc(C#N)c2ccccc21	20µM*	36%[activator]	27*	2%	.	34*
CC1(C)CC(=O)C(CC2=C(O)CC(C)(C)CC2=O)C(=O)C1	-13%	.	-1	24%[11.4 µM]	.	-17
COc1ccc(CCNC(=O)Cn2nc(C)c3c(C)n(-c4ccc(C)cc4)nc3c2=O)c(OC)c1	.	?	.	-21%	?	.
CCOC(=O)CNC(=S)NN(C)C	-9%	25%	-1	3%	17%	3
CCN(CC)c1ccc(/C=N/Nc2cccc(C)c2)c(O)c1	?	-4%	2	10µM*	?	21
COc1ccc(-c2cc(C(=O)N/N=C(\C)c3ccco3)c3ccccc3n2)c(OC)c1	-11%	9.3µM*	-4	-10%	13µM*	-3
Cc1ccc(C)c(S(=O)(=O)N2CCN(c3nc(CN4CCOCC4)nc4sc(C)c(C)c34)CC2)c1	.	12µM*	.	-9%	12µM*	.
CCSc1nc2cc(OC)c(OC)cc2c(=O)n1CC	4%	-3%	-3	8%	16%	6
